LANA DNA inh: inhibitors of KSHV LANA C-terminal domain DNA binding; MBP-C-LANA/FAM-LBS DNA binding, fluorescence polarization; inhibition, % at 9 µM; hit rate 0.078% among 340,000;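 active means highest replicate inhibition at or above 60% at 9 µM, even if other replicates fall short; inactive means all replicates below 60% inhibition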;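 further: 0% = neutral control wells and 100% = 4 µM acridine orange control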
RTF Ca sens inh: cardiac RTF calcium desensitization | P19429+P45379 | IANBD-labeled cardiac RTF, Ca2+ fluorescence | inhibition, % at 7.15 µM | hit rate 0.12% among 340,000 | AID 493244;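 active means inhibition above the mean inhibition of all tested compounds plus 3 SD, cut at about 17% in these data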;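 further: assay run at fixed EC70 calcium of 1.6 mM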
CDK5 p35 inh: inhibitors of human CDK5/p35 kinase | AID 488839 | hit rate 0.01% among 330,000 | inhibition, % at 10 µM | Recombinant CDK5/p35, ADP-Glo luminescence, 60 min | Q00535+Q15078;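 active means highest replicate inhibition of at least 50% and at least 75% of replicates reaching 50%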;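 further: plate controls were DMSO neutral control for no effect and GW8510 at 10 µM for full effect; many of its hits are not listed in these tables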
Target sequence (Q00535 whole entry, looked up): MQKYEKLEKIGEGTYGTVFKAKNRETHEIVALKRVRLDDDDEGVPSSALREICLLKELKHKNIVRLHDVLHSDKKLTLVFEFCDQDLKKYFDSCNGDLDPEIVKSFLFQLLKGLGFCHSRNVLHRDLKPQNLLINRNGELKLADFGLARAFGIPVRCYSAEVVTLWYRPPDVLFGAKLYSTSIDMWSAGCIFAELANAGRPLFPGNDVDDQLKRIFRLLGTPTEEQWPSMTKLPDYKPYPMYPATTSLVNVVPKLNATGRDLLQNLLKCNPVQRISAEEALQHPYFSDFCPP
Target sequence (Q15078 whole entry, looked up): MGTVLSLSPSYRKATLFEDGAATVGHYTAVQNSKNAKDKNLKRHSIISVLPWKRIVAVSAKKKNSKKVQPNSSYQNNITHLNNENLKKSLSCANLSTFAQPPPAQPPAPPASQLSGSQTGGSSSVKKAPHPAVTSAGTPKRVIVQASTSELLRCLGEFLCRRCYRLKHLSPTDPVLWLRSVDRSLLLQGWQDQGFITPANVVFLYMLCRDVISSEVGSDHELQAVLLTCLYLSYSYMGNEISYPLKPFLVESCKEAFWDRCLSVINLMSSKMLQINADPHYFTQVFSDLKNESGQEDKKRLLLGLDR
cardiac RTF act: cardiac RTF calcium sensitization | P19429+P45379 | activation, % at 7.2 µM | IANBD-labeled TnC RTF fluorescence at EC20 calcium; 0% EC20 calcium, 100% full calcium | hit rate 0.24% among 340,000 | AID 493008;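 active means activation above the mean over all tested compounds plus 3 SD, cut at about 30% in these data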;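 further: rise in fluorescence read as greater calcium sensitivity of cardiac thin filaments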
SUMO Mot1 rescue: SUMOylation pathway inhibition by Mot1-301 growth rescue; S. cerevisiae Mot1-301 growth rescue, ATP luminescence, 38.5C; percent above DMSO median, 100 means doubled; growth rescue, % at 18.8 µM; hit rate 1% among 320,000;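 active means every valid replicate shows activation above 250% relative to neutral control wells; inactive means the rest, any valid replicate at or below 250%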;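 further: OY570 slx delta 5 strain wells were the positive control but not used for scaling; some compounds called inactive have numbers as strong as hits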
PvdQ acylase: blocks Pseudomonas aeruginosa PvdQ acylase activity. purified PvdQ acylase, fluorescence plate reader. inhibition, % at 10 µM. hit rate 0.063% among 340,000; in the data active means inhibition above about 30%, passing the limit was not always enough;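 further: 0% = vehicle neutral wells and 100% = reference inhibitor wells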
Keap1-Nrf2 PPI: disrupts human Keap1 binding to Nrf2 peptide | Q14145 | AID 504523 | inhibition, % at 9.4 µM | Keap1 Kelch-Nrf2 peptide fluorescence polarization, 1536-well | hit rate 0.15% among 340,000; in the data active means inhibition above about 12%;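 further: human Keap1 Kelch domain with fluorescein labeled Nrf2 9mer peptide probe; 0% = neutral control wells and 100% = peptide positive control; higher means more block of Keap1 binding to Nrf2 peptide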
NSD2 inh: inhibitors of human histone methyltransferase NSD2. O96028. NSD2 peptide methylation, AlphaScreen, 120 min. inhibition, % at 12.5 µM. hit rate 0.54% among 310,000. AID 743445; in the data active means inhibition above about 50%
Rtt109 Vps75: C. albicans Rtt109 histone acetyltransferase inhibition | hit rate 0.16% among 330,000 | purified Rtt109/Vps75, ThioGlo CoA-SH fluorescence, 4 h | inhibition, % at 34.9 µM | Q5AAJ8;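 active means inhibition of at least 50% in every replicate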
Target sequence (Q5AAJ8 whole entry, looked up): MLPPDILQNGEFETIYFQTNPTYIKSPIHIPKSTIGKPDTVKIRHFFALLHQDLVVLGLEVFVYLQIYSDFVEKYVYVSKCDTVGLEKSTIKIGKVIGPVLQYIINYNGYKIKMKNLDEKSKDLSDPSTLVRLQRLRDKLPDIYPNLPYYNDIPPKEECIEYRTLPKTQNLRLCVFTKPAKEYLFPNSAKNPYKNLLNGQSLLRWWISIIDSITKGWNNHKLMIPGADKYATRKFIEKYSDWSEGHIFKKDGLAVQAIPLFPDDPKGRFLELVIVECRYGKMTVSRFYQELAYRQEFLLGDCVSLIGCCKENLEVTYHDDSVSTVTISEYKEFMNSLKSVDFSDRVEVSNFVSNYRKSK
dFosB act: mouse delta FosB homodimer activation | P13346 | purified delta FosB, TAMRA-CDK5 oligo fluorescence polarization; percent of positive-control signal above neutral wells | activation, % at 25 µM | hit rate 0.99% among 340,000;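 active means mean activation above about 17%, with every replicate also reaching it, limit read from the data, passing the limit was not always enough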;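 further: fluorescence polarization rise as delta FosB binds a TAMRA Cdk5 AP-1 oligo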
PfHsp90 yeast 2: reduces growth (ATP signal) of yeast expressing P. falciparum Hsp90; S. cerevisiae expressing PfHsp90, BacTiter-Glo ATP, 48 h; yeast lacking PDR1 and PDR3 efflux regulators; inhibition, % at 9.4 µM; hit rate 0.32% among 310,000;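 active means every replicate shows inhibition above about 80%, whatever the replicate mean, limit read from the data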;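 further: 0% = DMSO neutral controls and 100% = 20 µM radicicol positive controls; yeast relying on Plasmodium falciparum Hsp90 in place of its own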
* marks the source's active call; other numbers are inactive results; i = inactive; nt = no result given; + = active, no number; & = joins results of further samples.

SMILES	LANA DNA inh	RTF Ca sens inh	CDK5 p35 inh	cardiac RTF act	SUMO Mot1 rescue	PvdQ acylase	Keap1-Nrf2 PPI	NSD2 inh	Rtt109 Vps75	dFosB act	PfHsp90 yeast 2
COC(=O)c1c(-c2cccnc2)csc1NC(=O)c1cc(C)on1	-0.9	-12	-0.6	10	7	-19	-4	-1	-13	-22	-9
Cc1cc(NC(=O)CSc2ccc(-c3nc4cc(C)c(C)cc4[nH]3)cn2)no1	0.1	-8	0.2	2	-11	-6	3	nt	-26	8	-15
CCOc1ccc(CN(C)CC(=O)Nc2ccc([N+](=O)[O-])cc2Cl)cc1	0.0	-5	1.2	-2	423	-10	0	1	2	-5	28
CCc1nnc(NC(=O)CN2CCN(C(=O)c3ccccc3)CC2)s1	-2.7	7	-0.5	-4	i	-15	-2	-1	-19	-1	-29
CC(=O)NC(C)c1cc(Cl)c2ccccc2c1O (stereo not given)	0.6	-2	2.0	5	-15	-9	-5	nt	1	-3	-4
Cn1cc(Cl)c(C(=O)OCC(=O)c2ccccc2)n1	0.2	-8	-3.5	4	17	-7	0	-3	-18	2	8
O=C(CNCc1cccnc1)Nc1cc(C(F)(F)F)ccc1N1CCOCC1	-0.3	-3	-6.8	0	-22	-22	-3	6	-8	-7	3
CSc1ncccc1C(=O)OCC(=O)c1ccc[nH]1	2.3	-5	-5.8	-2	2	-7	-5	-1	3	-8	-1
Cc1ccc(NC(=O)CCSc2nnc(C)o2)cc1	1.1	-4	0.4	-4	-13	-8	1	-2	-9	-3	24
O=C(NC1CCCC1)C1CCCN(S(=O)(=O)c2cnc[nH]2)C1 (stereo not given)	-1.3	2	-4.8	1	108	-10	-3	nt	2	0	7
CCc1ccc(C(=O)NNC(=O)CCC2CCCCC2)cc1	-4.5	-6	1.4	-2	10	0	-1	2	1	-8	-3
CCOC(=O)C1CCN(Cc2cnc(NC(=O)OC)s2)CC1	0.4	-1	-1.4	-1	-5	6	0	nt	nt	0	nt
COc1cccc(NC(=O)c2ccc(NC(=O)C3CC(=O)OC34CCCCC4)cc2)c1 (stereo not given)	0.2	-7	1.6	7	5	-2	-2	1	-15	-1	nt
CCOc1ccccc1CN1CCN(C2CCOCC2)CC1CCO (stereo not given)	-0.7	-5	-1.0	0	-6	-5	3	6	1	-10	nt
CSC1=N/C(=C\c2cccc(Cl)c2)C(=O)N1N(C)C	0.9	-1	1.0	3	25	-5	-3	-1	-5	-3	3
CN(C)S(=O)(=O)c1ccc(C(=O)NNC(=O)c2ccccc2-n2cccc2)cc1	1.2	-4	0.2	-3	-13	8	3	4	-6	5	nt
O=C(O)CCC(NC(=O)c1ccc(Cl)cc1)C(=O)O (stereo not given)	-0.9	-9	2.0	7	+	-9	-3	-1	5	-2	-1
CCN(CC)C(=O)CSc1nc(-c2ccccc2)cc(=O)[nH]1	0.3	-8	0.9	2	14	-12	-4	-3	-17	-7	nt
CC1=NN(C(=O)c2c(Br)cnn2C)C(O)(C(F)(F)F)C1 (stereo not given)	1.0	-5	-0.7	5	-19	-18	-3	-1	1	13	19
Cc1ccc(OCC(=O)Nc2nnc(S(=O)(=O)N3CCCCC3)s2)cc1	0.5	-8	0.7	5	-13	-12	1	8	-2	-15	17
Cn1nccc1C(=O)OCC(=O)Nc1ccccc1Cl	-0.6	-14	2.6	-5	nt	5	4	-1	-1	-2	9
CC1CC1C(=O)N(C)CC(=O)Nc1ccc(Cl)c(C(F)(F)F)c1 (stereo not given)	-0.1	-5	1.4	-4	0	-3	5	-1	0	-1	7
C=CCc1ccc(OCCCN2CCCC(C)C2)c(OC)c1 (stereo not given)	-0.2	1	0.3	-1	-11	-18	0	9	-16	-3	nt
O=C(CSc1ccccn1)Nc1nc2ccc(Br)cc2s1	-0.5	-2	-3.1	0	16	-16	4	-3	1	-9	-6
O=C(O)CN1C(=O)/C(=C\c2ccccc2OCc2ccc(Cl)cc2Cl)SC1=S	3.7	-4	-0.3	1	-20	-5	3	8	-2	-18	-13
Cc1c(NS(=O)(=O)c2cc(C(=O)Nc3ccc(F)cc3Cl)ccc2Cl)c(=O)n(-c2ccccc2)n1C	0.5	3	-2.1	12	nt	-8	1	-1	1	-8	-1
Cc1nc(SCC(=O)Nc2cc(S(=O)(=O)N3CCOCC3)ccc2Cl)nc(C)c1C	-1.1	-2	-0.5	-4	23	5	0	-1	-1	-6	nt
CSc1ncc(Cl)c(C(=O)NCc2cccnc2)n1	0.5	-4	0.2	-4	-12	-15	-8	-5	7	-1	-16
CCOc1ccc(NC(=O)Nc2nnc(CC(=O)NCc3ccccc3)s2)cc1	-2.2	-7	0.2	-4	nt	8	-2	-2	nt	7	-14
COc1cc(/C=N/Nc2nc3ccccc3[nH]2)cc(OC)c1O	-0.4	-2	7.3	-2	15	-1	3	11	23	7	2
CN(Cc1ccccc1)C(=O)c1ccc2c(c1)OCO2	-0.3	-2	1.1	0	4	4	0	0	4	-5	nt
O=C(NCCc1nc2ccccc2[nH]1)/C(=C/c1ccc2c(c1)OCO2)NC(=O)c1ccc(Cl)cc1Cl	3.4	-16	-0.3	4	-8	-6	2	2	23	20*	-17
COc1cc(Cl)c(C)cc1NC(=O)COC(=O)CCc1nc2ccccc2c(=O)[nH]1	-0.2	-2	-1.4	-6	-1	-2	3	2	-5	-19	-16
Cc1sc2nc(-c3cccs3)oc(=O)c2c1C	-1.9	-6	0.3	-3	14	-4	-1	-5	nt	-8	16
COc1ccc2[nH]c(=O)c(CN(CCCN3CCOCC3)C(=O)NCc3ccccc3)cc2c1	-0.3	-3	-2.0	-1	-20	-8	0	3	0	-6	3
Cc1c(C(=O)N(C)C)c2cc(Cl)ccc2n1O	0.2	-6	-0.7	-1	1	-14	0	25	nt	-3	8
Fc1ccc(-c2csc(Nc3ccccn3)n2)c(F)c1	-0.3	5	1.7	2	31	14	-3	-3	6	5	-5
CCC(=O)Nc1ccc2c(c1)ncn2-c1ccccc1C	-0.7	-6	-0.1	0	-28	3	1	-1	12	-1	-3
C=CCn1c(SCC(=O)N(CC)C2CCS(=O)(=O)C2)nc2ccccc2c1=O (stereo not given)	-0.5	-13	-0.3	-5	-9	-15	-7	nt	11	-6	6
CCOc1ccc(NC(=O)CN(C)C(=O)Cc2sc(C)nc2-c2ccc(F)cc2)cc1OCC	0.1	-3	-1.2	8	0	-13	-1	1	-4	-6	-10
O=C(O)c1cc(S(=O)(=O)N2CCCCC2)ccc1Cl	-0.3	0	-1.1	2	3	9	1	22	6	-9	2
COc1ccc(Cl)cc1-c1csc(N)n1	-1.3	-18	-2.1	3	-5	-12	-4	3	-6	-8	8
COc1cccc(OC)c1C(=O)NCC12CC3CC(C1)CC(CNC(=O)c1c(OC)cccc1OC)(C3)C2	1.1	-4	0.4	2	-7	-8	-2	4	-3	-7	8
C=CCN(C(=O)CNC(=O)c1ccco1)C(C(=O)NC1CCCCC1)c1cccnc1 (stereo not given)	1.1	-20	-0.1	-9	-19	-10	-1	0	-4	-8	-2
CC(Sc1nc(N2CCOCC2)c2c(c1C#N)CC(C)(C)OC2)C(=O)Nc1ccccc1 (stereo not given)	1.2	-2	-1.7	-3	nt	-7	-2	-2	-1	-3	-2
COc1cc(CCC(=O)N2CCN(c3ccccc3Cl)CC2)cc(OC)c1OC	-0.1	-5	-1.3	-3	23	-5	6	0	-21	-11	-31
CC(=O)c1cccc(N(CC(=O)N2CCCCC2)S(C)(=O)=O)c1	-0.3	-3	-1.2	0	nt	-9	2	1	-7	0	nt
C=CCOC(=O)C1=C(C)NC(SC)=C(C#N)C1c1ccc(OCC)cc1 (stereo not given)	0.5&1.0	0&2	-2.2&0.2	0&-6	-16	-25&-12	-15&-2	-1&-5	2&-7	-5&-11	-24&-14
CC(C)N(Cc1ccccc1)C(=O)COC(=O)C1CCN(S(=O)(=O)c2ccc3c(c2)OCCO3)CC1	1.6	-20	0.4	-2	8	-7	-3	3	0	1	nt
CC(NC1CCCCC1)C(=O)NN=C(c1ccccc1)c1ccccc1 (stereo not given)	-2.7	-2	-0.5	1	2	5	3	3	4	-3	-24
CC1CCCCN1C(=O)C1CCCN(S(=O)(=O)c2cccc3nsnc23)C1 (stereo not given)	0.4	-1	0.7	5	4	-13	-6	1	-3	-2	5
Cc1ccccc1CN1C(=O)c2ccccc2S1(=O)=O	0.1	3	-0.2	-5	20	6	-3	-7	3	-5	-6
FC(F)(F)c1cc(-c2cccs2)nc(-n2cc(Br)cn2)n1	-3.7	-15	-0.9	-4	-4	-20	-4	4	2	-6	-56
CCN(CC)S(=O)(=O)c1cccc(NC(=O)COC(=O)c2n[nH]c(=O)c3ccccc23)c1	1.0	-8	-0.7	4	778	-2	2	-1	5	-7	19
N#CC1(NC(=O)CSc2nnc(C3CC3)n2C2CC2)CCCCC1	1.7	-1	-4.5	-2	66	-12	-4	5	-3	2	nt
O=[N+]([O-])c1cccc(/C=N/n2c(COc3ccccc3)n[nH]c2=S)c1	1.1	1	4.2	2	5	12	-2	25	-1	-3	-1
CC(=O)Nc1ccc(C2=CC(=O)C[C@H](c3ccc(Cl)cc3)C2)cc1	3.4	3	0.0	-5	10	-2	2	nt	3	-6	-24
COc1cc(OC)c2cc(C(=O)N/N=C/c3ccccc3O)[nH]c2c1	-0.9	2	-1.1	-8	-15	-10	-7	2	10	8	15
Cc1cc2nc(SCC(=O)N(C)C)c3c(c2cc1C)CCCC3	-1.8	-4	-0.3	3	85	-6	-3	nt	nt	-10	-11
CSc1nc2nccc(-c3ccc(Oc4ccccc4)cc3)n2n1	0.6	0	0.3	-4	132	2	2	-5	7	-7	-33
(more compounds)
SMILES	LANA DNA inh	RTF Ca sens inh	CDK5 p35 inh	cardiac RTF act	SUMO Mot1 rescue	PvdQ acylase	Keap1-Nrf2 PPI	NSD2 inh	Rtt109 Vps75	dFosB act	PfHsp90 yeast 2
CC1(C)Cc2c(sc3nnn(CC(=O)Nc4ccccc4)c(=O)c23)CO1	1.1	-2	0.5	0	-12	-5	1	4	6	-20	-8
Cc1ccc(NS(=O)(=O)c2cccs2)c(C)c1	-0.7	-2	0.8	1	-17	-10	-9	-3	-9	-7	17
COc1ccccc1NC(C)C(=O)Nc1ccc(C(C)=O)cc1 (stereo not given)	-2.0	0	1.6	-2	7	-14	2	0	-5	5	-4
O=c1[nH]c2ccccc2n1CCC1CCCCC1	-2.6	-2	-2.2	-2	-14	-2	2	45	1	-4	-5
COC(=O)c1ccc(C(=O)OC)c(NC(=O)CN2CCC(C)CC2)c1	-0.9	-13	0.9	1	-23	2	-2	-4	0	-7	15

Screening results deposited in PubChem by several laboratories.
